Bioassay records: PubChem, National Center for Advancing Translational Sciences (NCATS)
LmPK inhibitor: blocks Leishmania mexicana pyruvate kinase activity | Q27686 | purified LmPK, Kinase-Glo ATP luminescence, 1 h | Potency, µM (series often up to 57.5 µM), without a hit: at the top dose activity change, negative = inhibition, most hits filed as inhibitors | hit rate 0.37% among 290,000 | AID 1721; further: potency means the concentration at half of the fitted maximal effect; on the % scale 0 is the no-effect control and ±100 the full control effect
Target sequence (Q27686 whole entry, looked up): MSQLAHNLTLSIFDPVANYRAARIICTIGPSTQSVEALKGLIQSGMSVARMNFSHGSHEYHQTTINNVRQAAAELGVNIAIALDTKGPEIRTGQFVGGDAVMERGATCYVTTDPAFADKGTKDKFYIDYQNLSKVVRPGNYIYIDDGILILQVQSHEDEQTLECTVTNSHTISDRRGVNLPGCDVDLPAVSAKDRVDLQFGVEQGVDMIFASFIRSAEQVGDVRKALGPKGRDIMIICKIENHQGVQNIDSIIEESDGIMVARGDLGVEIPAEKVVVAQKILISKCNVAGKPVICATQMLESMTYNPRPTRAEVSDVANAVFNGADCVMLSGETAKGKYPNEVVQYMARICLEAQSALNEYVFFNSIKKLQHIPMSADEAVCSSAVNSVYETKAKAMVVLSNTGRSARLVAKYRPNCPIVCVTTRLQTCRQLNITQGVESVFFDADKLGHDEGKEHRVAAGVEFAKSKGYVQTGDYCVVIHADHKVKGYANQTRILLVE
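Pyruvate kinase activity monitored as ATP production (luciferase luminescence). Conditions: 0.1 nM enzyme, 0.5 mM PEP, 0.1 mM ADP, 1 h, RT; normalized against uninhibited and no-enzyme wells.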
Pf growth 96h: P. falciparum growth inhibition at 96 hour, primary screen for plastid delayed-death inhibitors; P. falciparum luciferase reporter growth, 96 h; Potency, µM (top dose mostly 28.7 µM), inactives show at the top dose activity change, negative = inhibition, hits mostly inhibitors; hit rate 6.9% among 320,000; AID 504834; further: potency means the concentration at half of the fitted maximal effect; on the % scale 0 is the no-effect control and ±100 the full control effect
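Luminescence readout: decreased luciferase signal marks inhibited growth of reporter-expressing P. falciparum in infected red cells (2% hematocrit, 0.05% parasitemia final), exposed to compound two generations (96 h, 37 C, 5% CO2).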
HCV inhibitor: blocks hepatitis C virus. Huh7.5.1 HCVcc-Cre infection, luciferase reporter, 44 h. Potency, µM (series often up to 41.8 µM), for the others: at the highest dose activity change, negative = inhibition, most hits filed as inhibitors. hit rate 3.4% among 340,000. AID 651820; further: potency means the concentration at half of the fitted maximal effect; on the % scale 0 is the no-effect control and ±100 the full control effect
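Seed cells (1,000/well) for 4 h; treat with compound and infect with HCVcc-Cre, moi about 0.5. Incubate 44 h, then detect luciferase activity.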
Cycloheximide cs: counter-screen for Shiga toxin inhibitors: cycloheximide protein synthesis inhibition; max response, %; hit rate 12% among 300,000; cell reporter, cycloheximide protein synthesis inhibition counterscreen; in the data active means max response mostly above about 13%, no sharp cut-off; inactive means mostly below about 14%; further: read at 38.3 µM for the half of the compounds with a filed dose; 0% is about no effect
Shiga inhibitor: Shiga toxin inhibition. Vero cells, Shiga toxin protein synthesis inhibition reporter. inhibition, % at 38.7 µM. hit rate 9.2% among 290,000; in the data active means inhibition mostly above about 28%, no sharp cut-off; inactive means mostly below about 43%; further: 0% is about no effect
Pf growth 48h: P. falciparum growth inhibition at 48 hours (one generation); hit rate 5.9% among 310,000; AID 504832; P. falciparum luciferase growth in erythrocytes, 48 h; Potency, µM (titrated, usually from 28.7 µM), for inactives: at the top dose activity change, negative = inhibition, usual class: inhibitors; further: potency means the concentration at half of the fitted maximal effect; on the % scale 0 is the no-effect control and ±100 the full control effect
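Here the parasites carry a stable luciferase gene and grow inside erythrocytes in Albumax-based RPMI medium with compound for one erythrocytic cycle. Activity is scored as loss of luminescent signal.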
TbPYK inhibitor: inhibitors of Trypanosoma brucei pyruvate kinase. Q57TT1. TbPYK enzyme, Kinase-Glo Plus ATP luminescence, 45 min. Potency, µM (highest dose often 76.8 µM), without a hit: at the top dose activity, negative = inhibition, most hits filed as inhibitors. hit rate 0.12% among 410,000. AID 624173; further: potency means the concentration at half of the fitted maximal effect; on the % scale 0 is the no-effect control and ±100 the full control effect; nearly all actives have a fitted effect of over 50% in size
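In this concentration-response screen, enzyme-free wells defined baseline while DMSO plates tracked drift. Each reaction combined TbPYK, substrate, compound and 130 uM ADP for 45 min at room temperature. Kinase-Glo Plus luminescence gave the signal.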
* marks the source's active call; other numbers are inactive results; [ ] = dose if it differs, or a comment. Unless noted, the call rests on the fitted dose curve; in most records, active means well fitted curve in the direction sought with a large enough effect; inconclusive means small, poorly fitted or top-dose-only effect, or another doubt; inactive means no such curve, though single readings can be large; an effect the other way counts as inactive or inconclusive.

What do the screens show for `Cc1cc(=O)n(CCC(=O)O)c2ccccc12`?
LmPK inhibitor: -8%; Pf growth 96h: -4%; HCV inhibitor: 9%; Cycloheximide cs: 9; Shiga inhibitor: -19; Pf growth 48h: 8%; TbPYK inhibitor: -9%

How did Cc1ccccc1OCC(O)Cn1c(Br)nc2c1c(=O)n(C)c(=O)n2C (stereo unspecified) do in these assays?
LmPK inhibitor: -5%; Pf growth 96h: inconclusive; HCV inhibitor: inconclusive; Cycloheximide cs: -4; Shiga inhibitor: 2; Pf growth 48h: 14%; TbPYK inhibitor: -1%

What do the screens show for `CN1CCN(S(=O)(=O)CC2(C)C3CCC2(C)C(=O)C3Br)CC1` (stereo unspecified)?
LmPK inhibitor: 6%; Pf growth 96h: 14%; HCV inhibitor: -6%; Cycloheximide cs: 11; Shiga inhibitor: 10; Pf growth 48h: -3%; TbPYK inhibitor: -3%

Results for COc1ccc2oc(C(=O)Nc3ccc(N4CCOCC4)cc3)c(C)c2c1 ?
Pf growth 96h: inconclusive; HCV inhibitor: -37%; Pf growth 48h: inconclusive; TbPYK inhibitor: -1%

How did O=C(NCc1ccncc1)Nc1ccccc1 do in these assays?
LmPK inhibitor: 11%; Pf growth 96h: 46%[activator]; HCV inhibitor: 7%; Cycloheximide cs: 7; Shiga inhibitor: 14; TbPYK inhibitor: 2%

How did O=C1/C(=C/c2ccccc2[N+](=O)[O-])COc2ccccc21 do in these assays?
LmPK inhibitor: -2%; Pf growth 96h: inconclusive; HCV inhibitor: inconclusive; Cycloheximide cs: 76*; Shiga inhibitor: 155*; Pf growth 48h: inconclusive; TbPYK inhibitor: -5%

Results for CC1CC(c2ccccc2)NS(=O)(=O)O1 (stereo unspecified) ?
LmPK inhibitor: -13%; Pf growth 96h: 59%[activator]; HCV inhibitor: 4%; Cycloheximide cs: 1; Shiga inhibitor: -10; Pf growth 48h: 40%[activator]; TbPYK inhibitor: -4%

How did Cc1ccc(SCCC(=O)Nc2ccc(OCc3ccccc3)cc2)cc1 do in these assays?
LmPK inhibitor: -1%; Pf growth 96h: 22%; HCV inhibitor: 5%; Cycloheximide cs: 1; Shiga inhibitor: -4; Pf growth 48h: -2%; TbPYK inhibitor: -4%

What do the screens show for `COc1cc(NC(=O)C(F)(F)F)cc(OC)c1`?
LmPK inhibitor: 1%; Pf growth 96h: 9%; HCV inhibitor: -2%; Cycloheximide cs: -6; Shiga inhibitor: -7; Pf growth 48h: 15%; TbPYK inhibitor: 1%

What do the screens show for `CN(c1ccc(C(=O)NCc2cccs2)cc1)S(=O)(=O)c1ccccc1`?
LmPK inhibitor: 1%; Pf growth 96h: inconclusive; HCV inhibitor: -17%; Cycloheximide cs: 7; Shiga inhibitor: 41; Pf growth 48h: inconclusive; TbPYK inhibitor: 1%

Ordered by count of non-hydrogen atoms (ascending): some entries from above
Results for CC1CC(c2ccccc2)NS(=O)(=O)O1 (stereo unspecified) ?
LmPK inhibitor: -13%; Pf growth 96h: 59%[activator]; HCV inhibitor: 4%; Cycloheximide cs: 1; Shiga inhibitor: -10; Pf growth 48h: 40%[activator]; TbPYK inhibitor: -4%

How did O=C(NCc1ccncc1)Nc1ccccc1 do in these assays?
LmPK inhibitor: 11%; Pf growth 96h: 46%[activator]; HCV inhibitor: 7%; Cycloheximide cs: 7; Shiga inhibitor: 14; TbPYK inhibitor: 2%

How did O=C1/C(=C/c2ccccc2[N+](=O)[O-])COc2ccccc21 do in these assays?
LmPK inhibitor: -2%; Pf growth 96h: inconclusive; HCV inhibitor: inconclusive; Cycloheximide cs: 76*; Shiga inhibitor: 155*; Pf growth 48h: inconclusive; TbPYK inhibitor: -5%

How did Cc1ccc(SCCC(=O)Nc2ccc(OCc3ccccc3)cc2)cc1 do in these assays?
LmPK inhibitor: -1%; Pf growth 96h: 22%; HCV inhibitor: 5%; Cycloheximide cs: 1; Shiga inhibitor: -4; Pf growth 48h: -2%; TbPYK inhibitor: -4%

(cont.)
What do the screens show for `C/C=C\C=C\C(=O)Nc1cccc(C2=NOC3(C2)C[C@H](C(N)=O)N(C(=O)c2ccccc2C(=O)c2ccccc2)C3)c1` (stereo partly specified)?
LmPK inhibitor: 2%; Pf growth 96h: inconclusive; HCV inhibitor: inconclusive; Cycloheximide cs: 7; Shiga inhibitor: 1; Pf growth 48h: inconclusive; TbPYK inhibitor: -17%

What do the screens show for `Cc1ccc2nc(/C(C#N)=C\c3cc(O)ccc3[N+](=O)[O-])[nH]c2c1`?
LmPK inhibitor: -7%; Pf growth 96h: 33%[activator][5.75 µM]; HCV inhibitor: -9%; Cycloheximide cs: 36*; Shiga inhibitor: 33; Pf growth 48h: 9%; TbPYK inhibitor: 1%

Results for C=CCn1c(=O)/c(=C\c2ccsc2)s/c1=C(/C#N)C(=O)NCCN1CCOCC1 ?
LmPK inhibitor: 2%; Pf growth 96h: 25%; HCV inhibitor: 11%; Cycloheximide cs: 2; Shiga inhibitor: -8; Pf growth 48h: 6%; TbPYK inhibitor: 3%

How did COc1cc(NC(=O)CN(C)CCOc2ccccc2)c(C)cc1[N+](=O)[O-] do in these assays?
LmPK inhibitor: 2%; Pf growth 96h: inconclusive; HCV inhibitor: -27%; Cycloheximide cs: -1; Shiga inhibitor: -5; Pf growth 48h: 12µM*; TbPYK inhibitor: -6%

What do the screens show for `COc1ccc(S(=O)(=O)NCCN2CCOCC2)cc1Br`?
LmPK inhibitor: 0%; Pf growth 96h: 10µM*; HCV inhibitor: -1%; Cycloheximide cs: -1; Shiga inhibitor: -10; Pf growth 48h: 1%; TbPYK inhibitor: 4%

How did CC1Cc2cc(S(=O)(=O)NCCc3ccccc3)ccc2N1C(=O)C1CC1 (stereo unspecified) do in these assays?
LmPK inhibitor: 0%; Pf growth 96h: inconclusive; HCV inhibitor: -18%; Cycloheximide cs: 16; Shiga inhibitor: 0; Pf growth 48h: -1%; TbPYK inhibitor: 9%

What do the screens show for `O=C(O)/C=C/C(=O)NNC(=O)c1ccccc1Br`?
LmPK inhibitor: 2%; Pf growth 96h: 52%[activator]; HCV inhibitor: 3%; Cycloheximide cs: 11; Shiga inhibitor: 22; Pf growth 48h: 49%[activator]; TbPYK inhibitor: -15%

What do the screens show for `CC1(C)CC(=O)C(C=NCCN2CCN(C3CC(=O)N(c4ccc(F)cc4)C3=O)CC2)=C(O)C1` (stereo unspecified)?
LmPK inhibitor: -1%; Pf growth 96h: 10%; HCV inhibitor: 18%; Cycloheximide cs: -3; Shiga inhibitor: -9; Pf growth 48h: 4%; TbPYK inhibitor: inconclusive

What do the screens show for `COc1cccc(NC(=O)CN2C(=O)C3(OCCCO3)c3ccccc32)c1`?
LmPK inhibitor: 5%; Pf growth 96h: -24%; HCV inhibitor: 25%; Cycloheximide cs: -1; Shiga inhibitor: -10; Pf growth 48h: 8%; TbPYK inhibitor: 6%

What do the screens show for `Cc1c(N=c2scc(-c3ccccc3)n2CCO)c(=O)n(-c2ccccc2)n1C`?
LmPK inhibitor: 8%; Pf growth 96h: 5%; HCV inhibitor: 15%; Cycloheximide cs: -3; Shiga inhibitor: -6; Pf growth 48h: 0%; TbPYK inhibitor: 1%

Results for CC(C)(C)OC(=O)N/N=C/c1c[nH]c2ccccc12 ?
LmPK inhibitor: -3%; Pf growth 96h: 18%; HCV inhibitor: 0%; Cycloheximide cs: 56*; Shiga inhibitor: 73*; Pf growth 48h: 2%; TbPYK inhibitor: 1%

What do the screens show for `O=C(Nc1ccc(C(=O)O)cc1)/C(=C\c1ccco1)NC(=O)c1ccco1`?
LmPK inhibitor: -6%; Pf growth 96h: inconclusive; HCV inhibitor: 9%; Cycloheximide cs: 4; Shiga inhibitor: -8; Pf growth 48h: -13%; TbPYK inhibitor: 0%

Results for Cc1ccc(NC2CCCN(C(=O)Cc3nonc3C)C2)cc1C (stereo unspecified) ?
LmPK inhibitor: 2%; Pf growth 96h: inconclusive; HCV inhibitor: 8%; Cycloheximide cs: 18; Shiga inhibitor: -4; Pf growth 48h: 0%; TbPYK inhibitor: 0%

Results for Cc1ccc(C(=O)CSc2cnc3ccccc3n2)cc1C ?
LmPK inhibitor: -3%; Pf growth 96h: 305%[activator]; HCV inhibitor: -29%; Cycloheximide cs: 63*; Shiga inhibitor: 70*; Pf growth 48h: 295%[activator]; TbPYK inhibitor: -10%

What do the screens show for `CCOC(=O)C1=NN(c2ccc([N+](=O)[O-])cc2)CC1C(=O)OC` (stereo unspecified)?
LmPK inhibitor: 6%; Pf growth 96h: inconclusive; HCV inhibitor: 0%; Cycloheximide cs: -3; Shiga inhibitor: -3; Pf growth 48h: 32%[activator]; TbPYK inhibitor: 2%

How did COc1ccccc1NC(=O)CN(c1ccc(C23CC4CC(CC(C4)C2)C3)cc1)S(C)(=O)=O do in these assays?
LmPK inhibitor: 8%; Pf growth 96h: inconclusive; HCV inhibitor: inconclusive; Cycloheximide cs: -4; Shiga inhibitor: -13; Pf growth 48h: inconclusive; TbPYK inhibitor: -3%

How did COCCNC(=O)c1ccc2c(c1)nc(C)n2-c1cc(OC)c(OC)c(OC)c1 do in these assays?
LmPK inhibitor: -1%; Pf growth 96h: 0%; HCV inhibitor: -2%; Cycloheximide cs: -5; Shiga inhibitor: -20; Pf growth 48h: -10%; TbPYK inhibitor: -6%

Results for O=C(O)c1cc(S(=O)(=O)N2CCCc3ccccc32)ccc1Cl ?
LmPK inhibitor: 3%; Pf growth 96h: 35%[activator]; HCV inhibitor: 20%; Cycloheximide cs: 8; Shiga inhibitor: 25; Pf growth 48h: 11%; TbPYK inhibitor: -9%

How did CCN(CC)C1CCN(Cc2c(C(=O)N3CCCCCCC3)nc3ccc(Cl)cn23)C1 (stereo unspecified) do in these assays?
LmPK inhibitor: -10%; Pf growth 96h: 12µM*; HCV inhibitor: 1%; Cycloheximide cs: -1; Shiga inhibitor: -30; Pf growth 48h: inconclusive; TbPYK inhibitor: 1%

Results for CC(C(=O)NCC1CCCCC1)N(C)Cc1ccc(Cl)cc1 (stereo unspecified) ?
LmPK inhibitor: 4%; Pf growth 96h: 3%; HCV inhibitor: -12%; Cycloheximide cs: -4; Shiga inhibitor: 16; Pf growth 48h: inconclusive; TbPYK inhibitor: 1%

What do the screens show for `CCN(C(=O)CSc1nnc(C)n1-c1cccc(C)c1)C1CCS(=O)(=O)C1` (stereo unspecified)?
Pf growth 96h: -23%; HCV inhibitor: 6%; Pf growth 48h: -27%; TbPYK inhibitor: -8%

Results for CC1=C(C)C(=O)OC(C(C)C2CCC3C4CC=C5CC(OC6OC(COC7OC(CO)C(O)C(O)C7O)C(O)C(O)C6O)CC(O)C5(C)C4CCC23C)C1 (stereo unspecified) ?
LmPK inhibitor: 4%; Pf growth 96h: 77%[activator]; HCV inhibitor: -8%; Cycloheximide cs: 7; Shiga inhibitor: 3; Pf growth 48h: 39%[activator]; TbPYK inhibitor: 2%

Results for CCCn1nc(C(=O)Nc2ccc3c(c2)OCCO3)c2ccccc2c1=O ?
Pf growth 96h: inconclusive; HCV inhibitor: -15%; Pf growth 48h: 20%; TbPYK inhibitor: 4%
